TNAP inh no acc: inhibitors of human TNAP without phosphate acceptor; 200,000 tested, 0.26% active; purified TNAP, CDP-star luminescence, 30 min; inhibition, % at 20 µM;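 active = tissue-nonspecific alkaline phosphatase inhibition above about 50% at 20 µM in the single-dose screen, limit read from the data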;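 note: 0% = DMSO negative control and 100% = EDTA positive control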
PMI act: phosphomannose isomerase (human) activation | P34949 | purified human PMI, coupled resazurin fluorescence, 20 min; active compounds read high; 1 = vehicle control, 0 substrate-free wells | activation factor at 20 µM | 190,000 tested, 0.005% active | AID 1214;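 active = activation factor of 2 or more at 20 µM, relative to plate controls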
Target sequence (P34949 whole entry, looked up): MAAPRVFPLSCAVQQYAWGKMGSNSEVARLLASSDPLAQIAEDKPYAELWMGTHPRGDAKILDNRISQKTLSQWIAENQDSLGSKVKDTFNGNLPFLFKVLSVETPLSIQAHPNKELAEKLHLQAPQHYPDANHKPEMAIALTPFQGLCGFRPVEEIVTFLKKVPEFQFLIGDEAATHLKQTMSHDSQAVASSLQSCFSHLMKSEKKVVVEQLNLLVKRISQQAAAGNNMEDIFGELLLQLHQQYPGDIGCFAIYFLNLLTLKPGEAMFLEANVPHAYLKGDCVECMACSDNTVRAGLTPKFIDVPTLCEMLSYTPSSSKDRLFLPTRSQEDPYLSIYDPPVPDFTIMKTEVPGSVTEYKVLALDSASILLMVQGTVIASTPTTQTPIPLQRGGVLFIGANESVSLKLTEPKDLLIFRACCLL
TNAP inh hi DEA: TNAP (human) inhibition, high acceptor; purified TNAP, CDP-star luminescence, 1 M DEA; inhibition, % at 20 µM; P05186; 200,000 tested, 0.03% active; AID 1135;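 active = over 50% inhibition of tissue-nonspecific alkaline phosphatase at 20 µM in the single-dose screen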;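 note: plate controls were DMSO wells for no effect and EDTA-quenched wells as full inhibition for full effect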
PMI act satM6P: activators of human phosphomannose isomerase at near-saturating mannose 6-phosphate; P34949; coupled PMI enzyme assay, resazurin fluorescence, 20 min; active compounds read high; 1 = untreated enzyme, 0 = substrate-free blank; AID 1216; 190,000 tested, 0.34% active; activation factor at 20 µM;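 active = activation factor of 2 or more at 20 µM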
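Material: human phosphomannose isomerase with PGI, G6PDH, diaphorase coupling enzymes / Reagent: Man-6-P substrate 1.0 mM / Dosing: single compound dose of 20 µM, 1% DMSO final / Incubation: enzyme reaction with compound 20 min at room temperature / Signal: resorufin fluorescence (Ex 544/Em 590 nm) from resazurin via diaphorase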
Diaphorase inh: inhibits diaphorase or chemically oxidizes, flagging diaphorase assay artifacts | diaphorase resazurin-to-resorufin fluorescence, NADH, 16 min; bacterial (C. kluyveri) enzyme, not human | inhibition, % at 20 µM | 190,000 tested, 0.69% active | AID 1217;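 active = primary screen inhibition at 20 µM above a set limit, cut at about 50% in these data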;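 note: plate controls were DMSO with full reaction for no effect and wells lacking NADH for full effect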
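Assay system: diaphorase enzyme from Clostridium kluyveri. Quantity: enzyme working solution with 0.14 U/mL diaphorase. Schedule: reaction incubation of 16 min at room temperature. Technique: resorufin fluorescence, excitation 544 nm, emission 590 nm. Controls: No-NADH positive control and DMSO neutral control.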
Efa HMGR inh: E. faecalis class II HMG-CoA reductase inhibition. purified E. faecalis HMGR, NADPH absorbance 340 nm kinetic. inhibition, % at 10 µM. 190,000 tested, 0.41% active;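 active = inhibition above a set limit, the median over all tested compounds plus 3 SD, cut at about 9.5% in these data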;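 note: enzyme runs in reverse so mevalonate oxidation gives rising NADPH absorbance; 0% = complete reaction with DMSO and 100% = background rate lacking mevalonate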
Diaphorase act: diaphorase activation or chemical reduction counter-screen. Diaphorase/resazurin coupled assay, resorufin fluorescence, 16 min; active compounds read high; 1 = vehicle wells, 0 = NADH-free wells. activation factor at 20 µM. 190,000 tested, 0.005% active. AID 1229;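 active = diaphorase activity raised at least twofold by the compound at 20 µM; inactive = activation factor below 2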
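Material: bacterial diaphorase enzyme (C. kluyveri); amount: enzyme 0.07 U/mL final; reagent: NADH substrate 0.114 mM plus resazurin dye 0.1 mM, final; doses: single compound dose of 20 µM, 1% DMSO final; timing: 16 min enzyme reaction, ambient temperature; measured by: fluorescence of resorufin, 544 nm excitation, 590 nm emission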
FLuc stim CS: firefly luciferase counter-screen for stimulation assays. AID 1027. 200,000 tested, under 10 active. activation factor at 10 µM. ATPlite luciferase biochemical, luminescence, 10 min; 0 = ATP-free wells, 1 = DMSO control;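 active = luciferase activation factor, scaled between plate controls, of at least 2 with compound at 10 µM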
Target sequence (P08659 whole entry, looked up): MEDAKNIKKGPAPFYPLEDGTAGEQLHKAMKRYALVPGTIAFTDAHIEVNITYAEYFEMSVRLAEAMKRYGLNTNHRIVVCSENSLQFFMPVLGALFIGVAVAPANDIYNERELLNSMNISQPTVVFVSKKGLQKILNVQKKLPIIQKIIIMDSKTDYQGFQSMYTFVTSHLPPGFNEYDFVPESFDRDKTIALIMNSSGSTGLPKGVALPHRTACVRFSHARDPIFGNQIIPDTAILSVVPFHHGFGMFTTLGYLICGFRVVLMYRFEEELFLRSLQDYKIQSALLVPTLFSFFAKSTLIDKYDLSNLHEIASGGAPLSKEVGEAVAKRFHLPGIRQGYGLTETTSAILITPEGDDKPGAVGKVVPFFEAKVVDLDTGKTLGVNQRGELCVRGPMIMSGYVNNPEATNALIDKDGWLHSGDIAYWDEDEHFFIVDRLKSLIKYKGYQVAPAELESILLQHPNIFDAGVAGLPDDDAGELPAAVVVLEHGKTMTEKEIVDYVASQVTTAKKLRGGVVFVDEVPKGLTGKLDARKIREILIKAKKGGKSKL
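System: luciferase plus luciferin reagent, cell-free; medium: PBS as buffer for the ATP substrate; dosing: test compounds dosed from 2 mM stocks in 100% DMSO; timing: 10 min post-reagent at room temperature; measured by: luminescence measurement of luciferase light output; evaluation: luciferase activation, seen as luminescence increase over controls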
G6PDH counter: inhibits Leuconostoc G6PDH, flagging false hits in G6PDH-based assays; Purified L. mesenteroides G6PDH, diaphorase/resazurin coupled fluorescence, 45 min; inhibition, % at 5 µM; 200,000 tested, 0.12% active; AID 1020; in the data active = inhibition above about 50%
TNAP act hiacc: activators of human TNAP at high phosphate acceptor concentration; P05186; purified TNAP, CDP-star luminescence, 1 M DEA, 30 min; active compounds read high; 0 = EDTA background, 1 = DMSO-only activity; activation factor at 20 µM; 200,000 tested, under 10 active; AID 1136;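 active = activation factor at least 2 at 20 µM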
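system = human TNAP | amount = enzyme diluted 1/800 final | reagent = 100 µM CDP-star substrate | signal = luminescent substrate turnover signal | dosing = one dose, 20 µM | benchmarks = EDTA negative control, DMSO positive control | measure = activation factor | timing = 30 min reaction, room temperature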
* hit, by the source's call. Random draw from the library (roughly 1.7% active in at least one column).

mol,TNAP inh no acc,PMI act,TNAP inh hi DEA,PMI act satM6P,Diaphorase inh,Efa HMGR inh,Diaphorase act,FLuc stim CS,G6PDH counter,TNAP act hiacc
Cc1cccc(N=C(N2CCOCC2)P(=O)(N2CCOCC2)N2CCOCC2)c1,-15,0.9,-5,0.9,15,1,0.9,1.1,-22,1
CN(C)S(=O)(=O)c1cc(NC(=O)COC(=O)Cc2cccc3ccccc23)ccc1Cl,-20,0.7,1,0.7,38,-11,0.6,1,-20,1
Cc1ccc(S(=O)(=O)N(CC(=O)N2CCC(C(N)=O)CC2)c2cccc(C(F)(F)F)c2)cc1,-10,0.9,-4,0.9,7,-1,0.9,1.1,2,1
CCCCN(C(=O)Cn1nnc2ccccc21)C(C(=O)NCCOC)c1cccs1 (configuration not stated),-6,1.2,-3,1.1,-3,-4,1,1.1,8,1
FC(F)(F)c1cccc(NC(=S)NCC(c2cccnc2)N2CCOCC2)c1 (configuration not stated),-14,1,2,1,4,-1,1,1.1,-1,1
CSc1nc2ccccc2cc1/C=C(\C#N)c1cccc(Cl)c1,-4,1,1,1,20,-8,0.8,1.1,10,1
O=C(CSc1nnc(-c2ccco2)o1)N1CCOCC1,-6,0.8,2,0.9,10,-7,0.9,1,6,1
COc1cc(C(=O)O/N=C2/C=CC(=O)C(C)=C2C)cc(OC)c1OC,-7,0.6,5,0.3,33,-1,0.7,1,4,0.9
CCOC(=O)c1ccc(Nc2ncnc3ccccc23)cc1,-10,1.1,-5,1,11,6,0.9,1,-3,1
COc1ccc(CCNC(=O)C(=O)Nc2ccc3c(c2)OCO3)cc1OC,-4,1.1,-4,1.2,-6,-2,1.1,1.1,8,1
Cc1cc(C)n(C(=O)c2ccc(C)c(S(=O)(=O)N3CCCC3)c2)n1,-13,1,-5,1,14,-3,0.9,1,-5,1
COc1cccc(-n2c(SCC(N)=O)nnc2-c2ccncc2)c1,14,1,6,1,7,2,0.9,1,19,0.9
CCOc1ccccc1-n1c(=O)c2ccccc2c2ccccc2c1=O,-17,0.9,-2,0.8,17,-1,0.8,1.1,5,1
COc1ccc(/C=N/NC(=O)c2nc(-c3ccccc3)n(-c3ccccc3)n2)cc1OC,2,0.9,-7,1,9,-4,0.9,1,-15,1.1
CCOC(=O)CSc1cc(C)nc(N)n1,-9,0.9,0,0.9,14,-10,0.9,1,15,1
CCCCCOc1ccc(C(=O)NCC(=O)NCC(=O)OCC)cc1,-8,1.1,-6,1.1,6,0,0.9,1,8,1.1
CSc1ccc(C2C3(C#N)C(N)=NC4(OCCO4)C23C#N)cc1 (configuration not stated),-11,0.9,-6,1,16,-1,0.8,1,-4,1.1
C#CCOc1ccc2c(C)cc(=O)oc2c1,2,1,-4,1,8,-4,0.9,1.1,4,1
CN(C)c1ccc(N/C=C/C(=O)C(C)(C)C)cc1,-7,0.8,2,0.9,17,-4,0.8,0.8,7,1
Cc1ccccc1CSc1ccc(-c2ccc3c(c2)OCO3)nn1,-1,0.9,3,0.9,20,2,0.8,0.7,-12,1
CC(C)(C)NC(=O)C(OC(=O)Cn1nnc(-c2ccc(F)cc2)n1)c1ccncc1 (configuration not stated),-9,1,-8,1,26,-1,0.7,1.1,0,1.1
CCn1c(SCC(=O)Nc2ccccc2OC)nc2ccccc2c1=O,-6,0.9,2,1,11,-3,0.9,1,4,1
COC(=O)c1ccc(CSc2ncn[nH]2)o1,-8,1,-5,1.1,9,0,0.9,1.1,-1,1.1
Cc1ccc(N(C(=O)c2ccc(CN3CCOCC3)o2)C(C(=O)NCCC(C)C)c2cccs2)c(C)c1 (configuration not stated),-8,1,-3,1,-2,-3,1,1,6,1
COc1ccc(Oc2coc3cc(OCC(=O)N4CCCCC4)ccc3c2=O)cc1,8,1,0,1,13,-7,0.9,0.9,1,1
Cc1oc(C(=O)O)cc1COc1ccc2c3c(c(=O)oc2c1)CCC3,-9,0.9,-4,1,16,-5,0.8,0.9,-2,1
Cc1sc(-c2ccccn2)nc1OC(=O)c1cccc(Cl)c1Cl,-21,0.8,-4,0.8,36,-2,0.6,1,-25,1
O=C(/C=C\c1ccccc1OC(=O)c1ccccc1F)c1cc2ccccc2o1,1,0.9,23,1,5,0,0.9,0.8,-29,0.8
CCN1CCN(C(=O)c2ccccc2Nc2ccc(SC(F)F)cc2)CC1,-1,1.1,-4,1.1,5,0,0.9,1.1,5,1
Cn1cccc1/C=N/N1CCN(c2ccccc2)CC1,-9,1,-3,0.9,-6,-5,1.1,1,4,1
O=c1c2ccccc2nnn1CSc1nc2ccccc2c(=O)n1CCCO,1,0.9,1,0.9,24,0,0.8,1,1,1
Cc1ccc2nc(CSc3nnc(Cc4cccs4)n3C3CCCCC3)cc(=O)n2c1,-3,0.9,-7,0.9,22,-2,0.8,1.1,5,1.1
Cc1ccc([N+](=O)[O-])cc1NC(=O)CN1CCC(C)CC1,5,1.1,-4,1.1,-8,-3,1.1,1,12,1
Cc1nnc(Sc2nc3ccccc3o2)c2ccccc12,-4,0.8,1,0.9,23,-2,0.8,0.9,-3,1
CCN(CC)c1ccc(/C=C2\CCC(/C=N/NC(=O)c3ccc(=O)n(C)c3)=C2N2CCOCC2)cc1,-12,0.8,10,0.8,20,3,0.8,1,-40,0.9
COc1ccc(COC(=O)Nc2cc3c(C(F)(F)F)nn(C)c3s2)cc1,-15,0.9,-4,1,22,7,0.8,1,-1,1
COCCNC(=O)c1nn(-c2cc(OC)cc(OC)c2)c(=O)c2ccccc12,-8,0.9,-3,0.9,-2,-5,1,1,6,1
COc1ccc(S(=O)(=O)Nc2cc(C)ccc2OC)cc1C,3,0.9,0,1,12,5,0.9,1,-7,1
CN(C)c1ccc(CNn2cnnc2)cc1,-8,1,-8,0.9,9,0,0.9,1.2,4,1.1
N#CCSc1nc(-c2ccccc2)c2cc(Cl)ccc2n1,-10,0.9,-3,1,11,-1,0.9,1.1,8,1
CCOC(=O)CCSc1nc(C)c2cc(C)c(C)cc2n1,-5,1,-3,1.1,-2,-3,1,1,-3,1
CCCCCOCC1CC(C/C(C)=N/NC(N)=S)C(=O)O1 (configuration not stated),0,1,-1,1.1,10,-4,0.9,1.1,1,1
COc1ccc(C(=O)c2ccccc2Cl)cc1,-23,0.9,-5,1,15,-3,0.8,1,2,1
Cc1ccc(C)c(C(=O)n2cnnc2N)c1,-14,0.9,-4,1,8,-2,0.9,1,-2,1
COc1ccc(-c2nc(C#N)c(NC(C)c3ccccc3)o2)cc1OC (configuration not stated),-12,1,2,0.9,10,1,0.9,1,-23,1
COc1cc(NC(=S)NCCCN2CCOCC2)cc(OC)c1,-7,1.1,-9,1.1,14,-5,0.9,1.1,3,1.1
NNC(=O)c1ccc(N2CCCCCC2)c([N+](=O)[O-])c1,4,0.9,14,0.9,26,-5,0.7,1,3,0.9
CCN(CC)c1ccc(N2C(=O)C3CCCCC3C2=O)cc1[N+](=O)[O-] (configuration not stated),-11,0.9,3,0.9,0,3,1,1,13,1
COc1ccccc1NS(=O)(=O)c1cccc(NC(=O)NC2CCCCC2)c1,-8,0.8,-2,0.8,26,3,0.7,1.1,-13,1
CCOc1ccc(/C(O)=C2/C(=O)C(=O)N(CCN(CC)CC)C2c2ccco2)cc1 (configuration not stated),-24,1,-5,1,10,-8,0.9,1.1,-3,1.1
Cc1ccc(OCc2nc(C#N)c(NCc3ccc4c(c3)OCO4)o2)cc1,-6,0.9,0,1,-2,0,1,1,-5,1
COc1ccccc1-c1cc(C(F)(F)F)n2ncc(S(=O)(=O)c3ccccc3)c2n1,-8,0.9,-2,0.9,18,0,0.8,1,11,1
O=c1[nH]c(NNC(=S)NCc2ccccc2)nc2c1C1(CCCCC1)Cc1ccccc1-2,-53,0.9,-2,1,19,-5,0.8,1.1,-5,1
c1cncc(CNC2CCCc3ccccc32)c1 (configuration not stated),-14,1.1,-2,1.1,-3,-12,1,1,4,1
O=C1OC2(CCCCC2)OC(=O)C1=CNc1nc2ccccc2s1,-9,1,-1,1.2,5,1,0.9,1,8,1

Profiles from above:
Cc1nnc(Sc2nc3ccccc3o2)c2ccccc12 as listed: TNAP inh no acc = -4; PMI act = 0.8; TNAP inh hi DEA = 1; PMI act satM6P = 0.9; Diaphorase inh = 23; Efa HMGR inh = -2; Diaphorase act = 0.8; FLuc stim CS = 0.9; G6PDH counter = -3; TNAP act hiacc = 1
NNC(=O)c1ccc(N2CCCCCC2)c([N+](=O)[O-])c1 as listed: TNAP inh no acc = 4; PMI act = 0.9; TNAP inh hi DEA = 14; PMI act satM6P = 0.9; Diaphorase inh = 26; Efa HMGR inh = -5; Diaphorase act = 0.7; FLuc stim CS = 1; G6PDH counter = 3; TNAP act hiacc = 0.9

An excerpt from above in order of length of the SMILES, rising.
mol,TNAP inh no acc,PMI act,TNAP inh hi DEA,PMI act satM6P,Diaphorase inh,Efa HMGR inh,Diaphorase act,FLuc stim CS,G6PDH counter,TNAP act hiacc
C#CCOc1ccc2c(C)cc(=O)oc2c1,2,1,-4,1,8,-4,0.9,1.1,4,1
O=C1OC2(CCCCC2)OC(=O)C1=CNc1nc2ccccc2s1,-9,1,-1,1.2,5,1,0.9,1,8,1
FC(F)(F)c1cccc(NC(=S)NCC(c2cccnc2)N2CCOCC2)c1 (configuration not stated),-14,1,2,1,4,-1,1,1.1,-1,1
COCCNC(=O)c1nn(-c2cc(OC)cc(OC)c2)c(=O)c2ccccc12,-8,0.9,-3,0.9,-2,-5,1,1,6,1
Cc1ccc(N(C(=O)c2ccc(CN3CCOCC3)o2)C(C(=O)NCCC(C)C)c2cccs2)c(C)c1 (configuration not stated),-8,1,-3,1,-2,-3,1,1,6,1
